# Source: PubChem BioAssay (several laboratories)
# CYP2C9 inhib: inhibitors of human CYP2C9. inhibition, % at 5 µM. 20% of 96,000 active. AID 777. CYP2C9 Supersomes, luciferin-H conversion, luminescence. P11712;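 active = blocking of liver enzyme CYP2C9 beyond about 50% at 5 µM, limit read from the data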; also: values of inactives mirror those of a sister screen read the other way
# Target sequence (P11712 whole entry, looked up): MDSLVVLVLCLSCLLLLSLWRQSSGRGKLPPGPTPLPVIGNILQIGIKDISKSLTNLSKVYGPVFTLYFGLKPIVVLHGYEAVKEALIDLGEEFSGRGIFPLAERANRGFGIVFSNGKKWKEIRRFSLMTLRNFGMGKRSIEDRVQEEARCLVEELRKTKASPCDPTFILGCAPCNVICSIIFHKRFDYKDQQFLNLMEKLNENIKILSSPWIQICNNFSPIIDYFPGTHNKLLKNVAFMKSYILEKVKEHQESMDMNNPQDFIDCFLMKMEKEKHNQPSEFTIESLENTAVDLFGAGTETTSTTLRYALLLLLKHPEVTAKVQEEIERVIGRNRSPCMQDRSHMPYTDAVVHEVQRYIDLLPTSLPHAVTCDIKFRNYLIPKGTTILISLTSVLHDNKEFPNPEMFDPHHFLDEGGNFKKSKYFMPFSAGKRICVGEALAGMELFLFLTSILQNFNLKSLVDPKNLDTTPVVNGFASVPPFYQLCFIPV
# CYP2C9 activ: CYP2C9 (human) activation; activation factor at 5 µM; 1.4% of 96,000 active; recombinant CYP2C9, luciferin-H conversion, luminescence; stronger effect = higher value; factor 1 = untreated enzyme, 0 = blocked; P11712;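 active = activation factor of 2 or more for CYP2C9 at a 5 µM dose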;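 also: 0 = sulfaphenazole-blocked wells and 1 = vehicle-only wells; values of inactives mirror those of a sister screen read the other way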
# EphB4 antag: EphB4-ephrin-B2 interaction antagonism; P54760; EphB4 LBD / TNYL-RAW-Alexa532 peptide, fluorescence polarization; inhibition, % at 7 µM; 0.15% of 97,000 active;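 active = inhibition above the screen-wide mean inhibition plus 3 SD, cut at about 15% in these data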;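 also: 0% = DMSO wells and 100% = excess unlabeled TNYL-RAW peptide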
# Plk1 PBD FP: blocks phosphopeptide binding to human Plk1 polo box domain. P53350. Plk1 PBD phosphopeptide binding, fluorescence polarization. inhibition, %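 (tested at about 20 µM)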. 0.13% of 97,000 active. AID 693; in the data active = inhibition above about 34%, passing the limit was not always enough
# CYP2C19 activ: cytochrome P450 2C19 (human) activation; P33261; recombinant CYP2C19, luciferin-H EGE luminescence; stronger effect = higher value; 0 = fully inhibited enzyme, 1 = untreated enzyme; activation factor at 5 µM; 96,000 tested, under 10 active; AID 1025;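 active = activation factor of at least 2 at 5 µM in the primary screen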;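 also: 0 = wells with 2.5 mM tranylcypromine and 1 = vehicle-only wells; values of inactives mirror those of a sister screen read the other way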
# PLK1 inh: PLK1 (human) kinase inhibition; P53350; recombinant PLK1 kinase, TR-FRET peptide phosphorylation; inhibition, % at 10 µM; 0.53% of 97,000 active; AID 619;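 active = inhibition of 50% or more in the single-concentration screen; inactive = inhibition below 50%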;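 also: 0% = DMSO max control and 100% = H-89 dihydrochloride min control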
# Rev-RRE block: HIV Rev-RRE protein-RNA interaction inhibition | P05866 | Rev peptide-RRE RNA binding, FRET | inhibition, % at 8 µM | 0.79% of 97,000 active | AID 704;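 active = inhibition above the screen-wide mean plus 3 SD, cut at about 35% in these data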;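 also: 0% = median DMSO wells and 100% = median Neomycin B control wells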
#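 Probe or stimulus: fluorescein-Rev peptide as binding partner; assay system: Cy5-tagged RRE RNA duplex with fluorescein-tagged Rev peptide; timing: 5 min compound–RNA preincubation, then 15 min with peptide, 25 °C; medium: HEPES pH 7.5 buffer with KCl, MgCl2, NaCl and EDTA; signal: fluorescein-to-Cy5 FRET, 480 nm excitation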
# PLAP act: activators of human placental alkaline phosphatase; AID 696; 1.2% of 96,000 active; purified PLAP enzyme, luminescent substrate read-out; stronger effect = higher value; activation fold at 20 µM; in the data active = activation fold above about 2
# CYP2C19 inh: blocks human cytochrome P450 2C19 | P33261 | CYP2C19 Supersomes, luciferin-H EGE luminescence, 30 min | inhibition, % at 5 µM | 21% of 96,000 active | AID 778;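 active = CYP2C19 inhibition above a set limit at 5 µM in the primary screen, cut at about 50% in these data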;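 also: plate controls were negative control wells for no effect and 2.5 mM tranylcypromine positive control for full effect; values of inactives mirror those of a sister screen read the other way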
# Starred values were filed as active, the others as inactive; nt = no result given.
SMILES,CYP2C9 inhib,CYP2C9 activ,EphB4 antag,Plk1 PBD FP,CYP2C19 activ,PLK1 inh,Rev-RRE block,PLAP act,CYP2C19 inh
Cc1cccc2c1NC(=O)C2(c1ccc(O)cc1)c1ccc(O)cc1,78.6*,0.2,-3.4,9.8,0.4,-10.6,2.5,1,60.4*
Cc1ccc(N(CC2=NCCN2)c2cccc(O)c2)cc1,nt,nt,-6.5,-0.8,nt,-2.9,3.5,1.2,nt
CC(=O)CCCCn1c(=O)c2c(ncn2C)n(C)c1=O,51.2*,0.5,-9.0,3.9,0.8,-3.9,4.8,0.9,15.4

# With a hit mark in CYP2C19 inh, among the entries above:
SMILES,CYP2C9 inhib,CYP2C9 activ,EphB4 antag,Plk1 PBD FP,CYP2C19 activ,PLK1 inh,Rev-RRE block,PLAP act,CYP2C19 inh
Cc1cccc2c1NC(=O)C2(c1ccc(O)cc1)c1ccc(O)cc1,78.6*,0.2,-3.4,9.8,0.4,-10.6,2.5,1,60.4*

# Looked up one by one from the entries so far, two records:
SMILES,CYP2C9 inhib,CYP2C9 activ,EphB4 antag,Plk1 PBD FP,CYP2C19 activ,PLK1 inh,Rev-RRE block,PLAP act,CYP2C19 inh
CC(=O)CCCCn1c(=O)c2c(ncn2C)n(C)c1=O,51.2*,0.5,-9.0,3.9,0.8,-3.9,4.8,0.9,15.4
Cc1ccc(N(CC2=NCCN2)c2cccc(O)c2)cc1,nt,nt,-6.5,-0.8,nt,-2.9,3.5,1.2,nt

# Look-ups from the list:
# In PLAP act, Cc1ccc(N(CC2=NCCN2)c2cccc(O)c2)cc1 reads 1.2
# In CYP2C19 activ, Cc1cccc2c1NC(=O)C2(c1ccc(O)cc1)c1ccc(O)cc1 reads 0.4

# A stretch taken from the entries so far, as a working copy:
SMILES,CYP2C9 inhib,CYP2C9 activ,EphB4 antag,Plk1 PBD FP,CYP2C19 activ,PLK1 inh,Rev-RRE block,PLAP act,CYP2C19 inh
Cc1ccc(N(CC2=NCCN2)c2cccc(O)c2)cc1,nt,nt,-6.5,-0.8,nt,-2.9,3.5,1.2,nt
CC(=O)CCCCn1c(=O)c2c(ncn2C)n(C)c1=O,51.2*,0.5,-9.0,3.9,0.8,-3.9,4.8,0.9,15.4

# This is a subset; count on the stated rates, not on these rows.
